# Screening data from PubChem BioAssay.
# HP1b binding inh – blocks HP1-beta chromodomain binding to methylated histone tails | P83916 | AlphaScreen HP1-beta / biotin-H3K9me3 peptide binding | Potency, µM (highest dose often 114 µM), for the others: at the top dose activity change, negative = inhibition, usual class: inhibitors | 0.56% of 390,000 active | AID 540317; note: nearly all actives have a fitted effect of over 70% in size; inactives centre near 23
#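 AlphaScreen: HP1-beta (50 nM) preformed 30 min with biotin-H3(1-18)K9me3 peptide (50 nM) in PBS pH 7.4, 0.01% Tween-20. Compound added for 30 min at RT, then streptavidin donor/nickel chelate acceptor beads (10 ug/mL) for 30 min.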
# JMJD2A Tudor inh – JMJD2A Tudor domain (human) inhibition; O75164; AlphaScreen JMJD2A-Tudor / H3K4me3 peptide binding; Potency, µM (top dose mostly 114 µM), inactives show top-dose activity change, negative = inhibition, usual class: inhibitors; 4.4% of 390,000 active; AID 504339; note: % is set by controls: 0 for no effect and ±100 for the full control effect; nearly all actives have a fitted effect of over 50% in size
# Pin1 inh – inhibitors of human Pin1 | Q13526 | Pin1 FP peptide displacement, HiFluor488, 10 min | Potency, µM (series often up to 115 µM), inactives show at the highest dose activity, negative = inhibition, most hits filed as inhibitors | 0.009% of 390,000 active | AID 504891; active = well fitted inhibition curve with a large enough effect in the polarisation, with a control signal flat, not every such curve was filed as active; inconclusive = small, poorly fitted or top-dose-only effect, or effect the other way, or a change in a side signal; inactive = no such curve, though single readings can be large or run the other way; the % refers to the polarisation; note: % is set by controls: 0 for no effect and ±100 for the full control effect
# PGK inhibitor – T. brucei PGK inhibition | AID 602233 | Potency, µM (series often up to 57.5 µM), inactives show at the top dose activity change, negative = inhibition, hits mostly inhibitors | P07378 | 0.043% of 380,000 active | PGK/GAPDH coupled, Kinase-Glo luminescence, 60 min; note: % is set by controls: 0 for no effect and ±100 for the full control effect; nearly all actives have a fitted effect of over 60% in size
#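 Luminescent ATP detection (Kinase-Glo Plus) follows a 60-minute room-temperature incubation, with wells lacking PGK as controls. Buffer: 100 mM TEA (pH 7.6), 5 mM MgCl2, 0.01% Tween-20. Coupling enzyme GAPDH (100 nM final) supplies unstable 1,3-BPG in-well.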
# Pol iota inh – DNA polymerase iota (human) inhibition; Q9UNA4; 1% of 390,000 active; AID 588590; Pol iota fluorescent replication assay, 10 min; Potency, µM (series often up to 115 µM), for inactives: at the highest dose activity, negative = inhibition, actives largely listed as inhibitors
#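 Pol iota at 10 nM preincubated 15 min with compounds at room temperature; reaction started with fluorescent substrate, 50 nM final. Fluorescence read kinetically at 0 and 10 min; buffer-only wells as negative control.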
# BAZ2B inh – inhibitors of human BAZ2B bromodomain; Q9UIF8; AlphaScreen BAZ2B-H3K14Ac peptide displacement; Potency, µM (top dose mostly 114 µM), for the others: at the highest dose activity change, negative = inhibition, actives largely listed as inhibitors; 4.4% of 360,000 active; note: % is set by controls: 0 for no effect and ±100 for the full control effect; nearly all actives have a fitted effect of over 60% in size
#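 Inhibition is scored as reduced AlphaScreen emission. The BAZ2B/b-H3(5-23)K14Ac complex (50 nM each) in PBS pH 7.4, 0.01% Tween-20 meets compound (up to 110 uM) for 30 min at RT before bead addition.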
# G9a inh – inhibitors of human histone lysine methyltransferase G9a | G9a H3K9 monomethylation, AlphaScreen, 2 h | Potency, µM (titrated, usually from 102 µM), for inactives: top-dose activity, negative = inhibition, most hits filed as inhibitors | 8.8% of 350,000 active; note: % is set by controls: 0 for no effect and ±100 for the full control effect; nearly all actives have a fitted effect of over 75% in size
#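 Compounds were preincubated with 20 nM G9a for 15 min, after which biotinylated H3K9 peptide (500 nM) and SAM (20 uM) started a 2 h room-temperature reaction. Monomethylated product was quantified by antibody-based AlphaScreen chemiluminescence.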
# GLS inh – glutaminase GLS (human) inhibition | O94925 | GLS enzymatic activity, qHTS titration | Potency, µM (top dose mostly 45.5 µM), without a hit: at the highest dose activity change, negative = inhibition, most hits filed as inhibitors | 0.21% of 410,000 active; note: % is set by controls: 0 for no effect and ±100 for the full control effect
#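 Human kidney-isoform GLS in 45 mM KH2PO4 pH 8.2, 0.02% Tween-20, with compound, started with 1mM L-Glutamine (added stock). Glutamate oxidase/HRP/Amplex red coupled fluorescence read at start and after 30 min at RT.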
# BLM helicase inh – inhibitors of human Bloom syndrome helicase BLM. 0.2% of 350,000 active. Potency, µM (titrated, usually from 56.1 µM), for the others: top-dose activity change, negative = inhibition, usual class: inhibitors. recombinant BLM DNA unwinding, fluorescence dequenching. P54132;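 note: plate controls were vehicle for no effect and no enzyme for full effect; nearly all actives have a fitted effect of over 35% in size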
# Numbers without * were called inactive; i = inactive; ? = inconclusive; . = not tested or not shown; [ ] = another dose, or the depositor's remark. Unless noted, calls come from the whole dose curve; as a rule, active = well fitted curve in the direction sought with a large enough effect; inconclusive = small, poorly fitted or top-dose-only effect, or another doubt; inactive = no such curve, though single readings can be large; an effect the other way counts as inactive or inconclusive. Potency is the fitted concentration of half-maximal effect. These rows are one share of the data; the hit share may differ from the screen's.
no.	SMILES	HP1b binding inh	JMJD2A Tudor inh	Pin1 inh	PGK inhibitor	Pol iota inh	BAZ2B inh	G9a inh	GLS inh	BLM helicase inh
1	COc1ccc(NS(=O)(=O)c2cc(NC(=O)COc3ccccc3)ccc2N2CCOCC2)cc1	-3%[57 µM]	-14%	16%	i	-3%	.	.	4%	.
2	Cc1cccc(C)c1NC(=O)Cn1c(=O)c2cccn2c2ccccc21	12%	-14%	29%	-2%	-1%	?	0%	-9%	-6%
3	CCOC(=O)C1Nc2ccc(C(=O)O)cc2C2C=CCC12 (centres undefined)	7.9µM*	4µM*	?	?	?	40µM*	24%[0.501 µM]	3.2µM*	9%
4	COc1ccc(C(=O)NCCC(C)C)cc1S(=O)(=O)N1CCOCC1	24%	5%	0%	-5%	10%	-3%	0%[59 µM]	0%	2%
5	CC(NC(=O)COC(=O)C1CC1C)c1cccc(Cl)c1 (centres undefined)	46%[activator]	-6%	2%	-9%	4%	.	.	3%	.
6	O=C(CSc1nc2scc(-c3cccs3)c2c(=O)n1CCc1ccccc1)N1CCCC1	21%	5%	6%	2%	15%	.	.	-1%	.
7	Nc1nnc(SCC(=O)NNC(=O)c2ccc(Cl)cc2)s1	23%	-17%	2%	1%	-15%	-1%	8.9µM*	15%	.
8	CCn1c(CCNC(=O)c2ccc(Cl)cc2Cl)n[nH]c1=S	41%[activator]	7.1µM*	6%	-1%	-12%	9%	40µM*	-7%	0%
9	COc1ccccc1-n1c(CNC(=O)c2ccc(S(=O)(=O)N3CCOCC3)cc2)n[nH]c1=S	21%	20µM*	1%	-4%	1%	?	8.9µM*	-2%	-1%
10	O=C(NCc1ccncc1)Nc1ccccc1Cl	26%	-8%	2%	i	1%	0%	20%[59 µM]	-2%	-2%
11	O=C1NC(CCO)C(=O)NC1CCO (centres undefined)	22%	3%	0%	0%	2%	.	.	-14%	.
12	CCOC(=O)NC(=O)/C(C=Nc1ccc(Cl)c(Cl)c1Cl)=C(\C)O	21%	-33%	-3%	-1%	-13%	5%	-2%[59 µM]	20%	2%
13	Cc1ccc(NC(=O)CN2CCC(NC(=O)C3CCCCC3)CC2)c(Br)c1	28%	-11%	2%	i	?	0%	-8%	-1%	3%
14	Cc1cccc(NC(=O)c2nc[nH]c2C(=O)NCC(=O)OC(C)(C)C)c1	15%	-25%	?	-7%	-17%	-3%	28%[59 µM]	2%	3%
15	O=C(Nc1ccc(Cl)cc1C(=O)N1CCCC1)c1cccc([N+](=O)[O-])c1	36%	-8%	1%	-10%	15%	?	-2%	-3%	-7%
16	CCOCCCNc1ccc(-c2ccccc2)nn1	36%	-4%	-1%	-5%	22%	7%	0%[12.7 µM]	2%	0%
17	CCOC(=O)c1sc(NC(=O)c2ccc(S(=O)(=O)N3CCCCC3)cc2)nc1-c1ccccc1	16%	-17%	27%	i	14%	7%	-2%[59 µM]	2%	-10%
18	CC(=O)CCC1C2C(O)C(C(C)C)C(OC(=O)/C=C/c3ccccc3)CC12C (centres undefined)	29%	-17%	1%	-6%	-25%	-10%	16%[59 µM]	-4%	-19%
19	O=C(O)COc1ccc(S(=O)(=O)N2CCCC2)cc1	40%[activator]	3%	-2%	-4%	-11%	7%	?	-1%	2%
20	CC(C)Cn1c(-c2cccc(Br)c2)nc2ccccc21	85%[activator]	19%	3%	7%	9%	11%	9%[59 µM]	14%	-2%
21	COc1ccc(-c2cn3cccnc3n2)cc1F	31%	7%	7%	-5%	14%	14%	5%[59 µM]	0%	4%
22	CCCC(=O)Nc1ccc2oc(-c3cccnc3)nc2c1	44%[activator]	-8%	1%	-6%	48%	7%	0%[59 µM]	-13%	-3%
23	CC(C)c1ccc(CN(C)CC(O)c2ccccc2)cc1 (centres undefined)	15%	-17%	-11%	-3%	30%[activator]	89µM*	?	-1%	0%
24	COc1ccc(CN(C(=O)Cc2c[nH]c3ccccc23)C(C(=O)NC2CCCCC2)c2ccc(C)o2)cc1 (centres undefined)	0%	?	9%	-4%	83%[activator]	-30%	?	.	-13%
25	Cc1ccc(Cl)cc1-n1ncc2c(NCCC3=CCCCC3)ncnc21	40%[activator]	3%	4%	4%	?	11%	37%[activator][59 µM]	8%	-16%
26	COc1cccc(CC(=O)N2CCCC(CCC(=O)N3CCN(c4ccccn4)CC3)C2)c1 (centres undefined)	13%	-15%	4%	-1%	56%[activator]	-13%	-3%	-4%	-4%
27	Cc1nn(-c2ccccc2)c(Cl)c1/C=N/NC(=O)CNC(=O)c1ccccc1Cl	54%[activator]	-5%	27%	-3%	-24%	1%	2%[59 µM]	-18%	-6%
28	COc1cccc(-c2c(-c3cc(OC)cc(OC)c3)n(C)c3ccc(-c4ccc(OC)nc4)cc23)c1	13%	-21%	2%	2%	0%	-34%	-2%[0.501 µM]	4%	.
29	CC1CCC2(CC1)NC(=O)N(CC(=O)Nc1ccc3[nH]c(=O)[nH]c3c1)C2=O (centres undefined)	15%	-10%	0%	-6%	12%	12%	-1%	1%	.
30	CC(Oc1ccc(F)cc1)C(=O)Nc1cccc(-c2nn[nH]n2)c1 (centres undefined)	0%	-23%	-27%	-10%	45µM*	-17%	25µM*	-2%	-3%

# Screen by screen, quoted from above.
# HP1b binding inh, compounds 9 to 18 → 21%, 26%, 22%, 21%, 28%, 15%, 36%, 36%, 16%, 29%
# Pin1 inh, compounds 9 to 18 → 1%, 2%, 0%, -3%, 2%, ?, 1%, -1%, 27%, 1%

# (list continues)
no.	SMILES	HP1b binding inh	JMJD2A Tudor inh	Pin1 inh	PGK inhibitor	Pol iota inh	BAZ2B inh	G9a inh	GLS inh	BLM helicase inh
31	CC1(c2nnc(-c3ccc(Cl)cc3)o2)CC(c2c(Cl)cccc2Cl)=NO1 (centres undefined)	43%[activator]	-5%	5%	2%	29%	-6%	5%[59 µM]	-3%	-7%
32	O=[N+]([O-])c1cc(CS(=O)(=O)Oc2ccc(Cl)cc2)c(O)c([N+](=O)[O-])c1	0%	?	-10%	0%	-17%[58.9 µM]	.	.	-15%	.
33	COc1ccc(-c2ccc(C(c3c(C)[nH][nH]c3=O)c3c(C)[nH][nH]c3=O)o2)c([N+](=O)[O-])c1	-12%	?	3%	1%	11µM*	40µM*	4µM*	0%	?
34	CCOC(=O)c1nnn(-c2ccccc2)c1C	7%	-5%	2%	-8%	-4%	1%	16%[59 µM]	5%	2%
35	CSc1n[nH]c(=O)n1-c1ccc(Cl)cc1	10%	-17%	2%	-13%	-8%[58.9 µM]	-24%	13%	1%	-4%
36	CCOC(=O)N(Cc1ccccc1)C(C(=O)O)C(C(=O)O)N(Cc1ccccc1)C(=O)OCC (centres undefined)	7%	-23%	?	-8%	-11%	0%	?	-2%	-2%
37	COc1ccc2c(C)c(CCC(=O)NCc3ccc(C)cc3)c(=O)oc2c1	26%	-13%	-4%	3%	12%	-6%	-1%[59 µM]	-4%	5%
38	Cc1cc2c(ncn2C)c(NS(=O)(=O)c2ccc(Cl)cc2)c1C	20%	-18%	-14%	1%	42%[activator]	-11%	?	12%	-1%
39	COc1ccc([C@@H]2C[C@@H](c3ccccc3)Oc3cc(OC)c(OC)c(OC)c32)cc1	7%	-35%	2%	-7%	31%[activator]	?	-30%[12.7 µM]	1%	-8%
40	COc1ccc(OC)c(NC(=O)c2cnn(-c3ccccc3)c2C)c1	36%	-30%	?	4%	22%	-23%	5%	0%	-12%
41	NC(=O)COC(=O)c1sc2ccccc2c1Cl	1%	-10%	1%	-3%	156%[activator]	-13%	5%	5%	2%
42	CCc1ccc(C(=O)CC2(O)C(=O)N(CCc3ccccc3)c3ccc(Br)cc32)cc1 (centres undefined)	23%	-21%	-1%	-7%	20%	-18%	?	-8%	-15%
43	CCC(CC)c1nn2c(=O)cc(COc3ccc(NC(=O)c4cccc(C)c4)cc3)nc2s1	48%[activator]	-6%	?	-8%	17%	2%	26%[59 µM]	1%	-2%
44	CC(=O)C(Cc1cccc(F)c1)(Cc1cccc(F)c1)C(C)=O	75%[activator]	28%	-2%	-1%	11%	24%	62%[activator]	0%	-8%
45	CC1=C(C(=O)Nc2ccccc2)C(c2ccc(C(=O)O)cc2)n2ncnc2N1 (centres undefined)	39%[activator][57 µM]	-8%	-2%	7%	5%	2%	-35%[59 µM]	17%	4%
46	Cc1n(N)c2ccccc2[n+]1CC(=O)c1ccccc1	24%	-19%	1%	i	48%[activator]	-14%	-9%	1%	4%

# In the list so far, these contain a furan ring, fused or not.
no.	SMILES	HP1b binding inh	JMJD2A Tudor inh	Pin1 inh	PGK inhibitor	Pol iota inh	BAZ2B inh	G9a inh	GLS inh	BLM helicase inh
24	COc1ccc(CN(C(=O)Cc2c[nH]c3ccccc23)C(C(=O)NC2CCCCC2)c2ccc(C)o2)cc1 (centres undefined)	0%	?	9%	-4%	83%[activator]	-30%	?	.	-13%
33	COc1ccc(-c2ccc(C(c3c(C)[nH][nH]c3=O)c3c(C)[nH][nH]c3=O)o2)c([N+](=O)[O-])c1	-12%	?	3%	1%	11µM*	40µM*	4µM*	0%	?

# Single entries from the list.
# Under GLS inh, no. 42 is entered as -8%
# Under Pin1 inh, no. 38 is entered as -14%

# 5 compounds from above, showing only BAZ2B inh, BLM helicase inh and GLS inh:
No. | SMILES | BAZ2B inh | BLM helicase inh | GLS inh
40 | COc1ccc(OC)c(NC(=O)c2cnn(-c3ccccc3)c2C)c1 | -23% | -12% | 0%
45 | CC1=C(C(=O)Nc2ccccc2)C(c2ccc(C(=O)O)cc2)n2ncnc2N1 (centres undefined) | 2% | 4% | 17%
43 | CCC(CC)c1nn2c(=O)cc(COc3ccc(NC(=O)c4cccc(C)c4)cc3)nc2s1 | 2% | -2% | 1%
33 | COc1ccc(-c2ccc(C(c3c(C)[nH][nH]c3=O)c3c(C)[nH][nH]c3=O)o2)c([N+](=O)[O-])c1 | 40µM* | ? | 0%
41 | NC(=O)COC(=O)c1sc2ccccc2c1Cl | -13% | 2% | 5%
